Screening results from PubChem.
Yfh1-off respiration = mitochondrial function rescue without frataxin homolog – Friedreich's ataxia, plus single-dose screen, dose response (AID 1465) | S. cerevisiae Yfh1-off respiration, WST-1 reduction, 72 h; higher fold induction means a stronger effect | one-dose fold induction at 50 µM; EC50 in µM for titrated hits | 220,000 compounds, 0.074% hits;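 active means fold induction of absorbance versus untreated yeast above a set limit, then at least 30% activation at any dose in follow-up; inconclusive means repeats straddling the limit, or above it without dose testing; inactive means fold induction below the set limit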;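 further: activators that raise dye reduction in frataxin-depleted yeast; strong numbers were not always called active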
HIV peptide binding = inhibitors of HIV fusion peptide binding, primary screen, biochemical, uHTS, fluorescence dequenching (AID 1986); one-dose inhibition, % at 20 µM; IC50 in µM for titrated hits; 290,000 compounds, 0.3% hits; cell-free peptide binding, fluorescence dequenching, 30 min; higher % means a stronger effect; in the data active means inhibition mostly above about 52%, no sharp cut-off; inactive means mostly below about 76%; further: some results filed as inactive read as strong as hits
KOR beta-arrestin-1 = kappa opioid receptor blockers – cell-based, luminescence, uHTS (AID 1778). KOR beta-arrestin recruitment, luminescence, antagonist mode; higher % means a stronger effect. inhibition, % at 10 µM; hits with a dose series show IC50 in µM. 290,000 compounds, 0.091% hits; further: strong numbers were not always called active
AID2073 = disruptors of CaV2.2 binding to Mint1 – biochemical, HTRF (AID 2073). HTRF protein-protein interaction, Mint1-CaV2.2; higher % means a stronger effect. inhibition, % at 20 µM; hits with a dose series show IC50 in µM. 290,000 compounds, 0.19% hits; in the data active means inhibition mostly above about 51%, no sharp cut-off; inconclusive means no clear call, values can overlap the other calls; inactive means mostly below about 53%; further: some results filed as inactive read as strong as hits
West Nile virus CPE = inhibition of WNV-induced cytopathic effect – cell-based, CPE readout (AID 1621); 290,000 compounds, 0.02% hits; West Nile virus-infected cells, CPE inhibition; higher % means a stronger effect; CPE inhibition, % at 10 µM; hits with a dose series show IC50 in µM; in the data active means a potency from the dose series; inconclusive means CPE inhibition mostly from about 3.7% at the one dose, without a potency; inactive means the rest, 99 in 100 with CPE inhibition below about 2.2%; further: strong numbers were not always called active
HEK293 NOD2/NF-kB = inhibition of NOD2-driven NF-kB reporter – cell-based, luminescence, uHTS, HEK293 (AID 1566) | HEK293 NOD2/NF-kB luciferase reporter, luminescence; higher % means a stronger effect | inhibition, % at 4 µM; hits with a dose series show EC50 in µM | 290,000 compounds, 0.63% hits; further: many of its hits are not listed in these tables
NS5 inhibitors = Dengue-2 NS5 methyltransferase inhibitors, primary screen, biochemical, confirmation dose response (AID 588689); 340,000 compounds, 0.3% hits; Dengue-2 NS5 methyltransferase capping enzyme assay, biochemical; higher % means a stronger effect; inhibition, % at 25 µM, or IC50 in µM where a hit was titrated; in the data active means a potency from the dose series; inconclusive means inhibition above about 29% without an active follow-up result
KOR beta-arrestin-2 = KOR agonists, beta-arrestin recruitment, primary screen, cell-based, luminescence, uHTS (AID 1777); 280,000 compounds, 0.02% hits; activation, % at 10 µM, or EC50 in µM where a hit was titrated; KOR beta-arrestin recruitment, luminescence; higher % means a stronger effect; in the data active means activation above about 50%, passing the limit was not always enough; further: a part of the inactive calls stands beside numbers as strong as those of hits
NOD1 NF-kB reporter = NOD1 signaling inhibitors, primary screen, cell-based, luminescence, uHTS (AID 1578); inhibition, % at 4 µM, or EC50 in µM where a hit was titrated; 290,000 compounds, 1% hits; NOD1-driven NF-kB luciferase reporter cells, luminescence; higher % means a stronger effect; in the data active means inhibition mostly above about 36%, no sharp cut-off; inactive means mostly below about 34%;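 further: HEK-293T reporter cells stimulated with the NOD1 agonist gamma-tri-DAP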
NS5 inhibitors pilot replicate = further read-out of NS5 inhibitors, marked with its call; inhibition, %; measured here: pilot screen replicate inhibition
An asterisk follows results filed as active; i = inactive; u = inconclusive; x = no result given; [ ] = another dose, or the depositor's remark. Unless noted, no stated cut-off is given here; in the data, active means inhibition above about 50%; inactive means the rest. The list is partial. The share of hits here may be higher or lower than overall.

SMILES | Yfh1-off respiration | HIV peptide binding | KOR beta-arrestin-1 | AID2073 | West Nile virus CPE | HEK293 NOD2/NF-kB | NS5 inhibitors | KOR beta-arrestin-2 | NOD1 NF-kB reporter | others
OCC[C@@H]1C[C@@H](O)[C@H](O)[C@@]2(CCc3ccccc3CO2)O1 | x | 1.6% | -24%[20 µM] | 18% | -0.5% | 9% | -5% | -0.8% | 17%
CC1=NN(C(N)=S)C(=O)C1N=Nc1ccc([N+](=O)[O-])cc1 (configuration not stated) | x | -1.7% | 46% | 2% | 0.9% | -16% | 7% | -2.2% | 2%
Cc1nnc(-c2cnn(-c3ccccc3)c2N)n1Cc1ccccc1 | i | -1.0% | -17% | 1% | -0.6% | 4% | -2% | 0.1% | 5% | NS5 inhibitors pilot replicate=-1.8
CCC(C)C(NC(=O)c1ccccc1NC(=O)c1ccc(OC)cc1)C(=O)NCc1ccco1 (configuration not stated) | i | 0.7% | 48% | 17% | -0.3% | 6% | -1% | 0.2% | 9%
O=C(c1cccc(Br)c1)N1CCN(C2=NS(=O)(=O)c3ccccc32)CC1 | x | -0.1% | 8% | 7% | -1.0% | 13% | 1% | 1.4% | -16%
COC(=O)[C@@H]1CCCN1C(=O)CCc1nnc(CCc2c[nH]c3ccccc23)o1 | i | -1.7% | -6%[20 µM] | -3% | 0.2% | -26% | -4% | x | -14%
O=C(NCCN1CCOCC1)C(=O)NCC1OCCN1S(=O)(=O)c1ccccc1 (configuration not stated) | x | 1.3% | -7% | -3% | 0.3% | 11% | -3% | 4.7% | -15%
C/C(=C\C(=O)c1sccc1Cl)N(C)C | i | -1.1% | -21%[20 µM] | 11% | -0.3% | -24% | -4% | 2.7% | -26%
CCc1ccc(CNC(=O)CCc2nnc(Cc3cccc(C(F)(F)F)c3)o2)nc1 | i | 1.1% | -8% | -6% | 0.5% | 0% | -6% | -0.1% | -18%
CC1=C(C(=O)Nc2ccccc2C(=O)N2CCCCC2)SCCO1 | x | -1.6% | -6% | 6% | 0.5% | 8% | -3% | 12% | -7%
CCCCCc1nc2sc3c(c2c(=O)n1N)CCC3 | i | 3.1% | -21% | 21% | 0.0% | 17% | 4% | 5.7% | -13%
CCn1nc(C)c(/C=C2\CCCC3=C2OC(N)=C(C#N)C3c2c(C)nn(CC)c2C)c1C (configuration not stated) | i | -1.2% | 30% | -1% | -0.5% | 7% | x | -3.2% | -1%
CC(/C=N/n1c(-c2ccncc2)n[nH]c1=S)=C\c1ccco1 | i | 19% | 18% | -8% | -0.2% | 38% | x | -0.3% | 10%
COc1ccc(N(CC(=O)NCCSc2ccccc2)S(C)(=O)=O)cc1 | i | -1.3% | -8% | -4% | 0.0% | 8% | -4% | -11% | -49%
CCC1Oc2ccccc2N(CC(=O)Nc2ccccc2OC)C1=O (configuration not stated) | i | 2.2% | 18% | -2% | 0.1% | -1% | -1% | -4.4% | -4%
COCCn1c(N)c(C(=O)NCC2CCCO2)c2nc3ccccc3nc21 (configuration not stated) | i | -1.8% | 2% | 15% | 1.6% | 11% | 2% | -3.9% | -12%
O=C(COc1ccc(Br)cc1)NNC(=S)NC(=O)c1ccccc1[N+](=O)[O-] | i | 6.3% | 26% | -16% | 1.0% | 27% | 11% | -0.9% | 3%
O=C1CCC2=C(CCCC2=O)N1 | i | -0.2% | 6%[20 µM] | -3% | 0.6% | 14% | -7% | x | -27%
CCN1C(=O)C(NC(C)=O)c2cc(Br)ccc21 (configuration not stated) | i | -0.3% | -13% | -10% | 0.1% | 9% | x | -3.0% | -16%
C=CCN1C(c2ccc(Br)cc2)=CS/C1=C(/C#N)c1nnc(N2CCOCC2)n1-c1ccccc1 | i | -0.6% | 7% | -17% | -0.9% | 16% | 2% | 2.7% | 15%
CCN(c1ccccc1)S(=O)(=O)c1ccc(Cl)c(NC(=O)COC(=O)c2cccc(OC)c2O)c1 | i | 1.6% | 4% | 6% | -0.6% | -5% | -5% | 4.2% | 0%
COc1ccc2cc(CCNC(=O)c3ccc(S(=O)(=O)N4CCOCC4)cc3)c(=O)[nH]c2c1 | x | -0.2% | -9% | 9% | 0.8% | -2% | -8% | 3.2% | -28%
Cc1ccc2nc(C)/c(=N\O)c(C)nc2c1 | i | -2.3% | -14% | -4% | 0.2% | -8% | -4% | 2.0% | 3%
O=C1NC(c2ccccc2Cl)Nc2ccccc21 (configuration not stated) | i | 3.7% | 14% | 20% | 1.5% | -50% | -6% | -1.3% | -8%
Cc1ccc(C2CC(c3cccc(C)c3)n3nc(N)nc3N2)cc1 (configuration not stated) | i | 3.2% | 13% | 6% | -0.8% | -10% | 1% | -3.1% | -28%
O=C(Nc1ccccc1C(=O)Nc1ccncc1)c1cccc([N+](=O)[O-])c1 | x | -0.8% | -3% | 12% | -0.8% | 24% | -2% | 3.1% | -19%
CC(C)[C@@H](C(=O)NC1CCN(Cc2ccccc2)CC1)N1C(=O)N2CCc3c([nH]c4ccccc34)[C@@]2(C)C1=O | x | 1.0% | 5%[20 µM] | 9% | -1.2% | -18% | -1% | -2.5% | 16%
CC(=O)NC1(c2cccc(F)c2)CCN(CC(=O)NC(C)C)CC1 | i | -0.3% | -10% | -4% | 0.7% | -4% | -2% | 7.2% | 5%
CCCOc1ccc(C(=O)NC(=S)Nc2nc3ccccc3s2)cc1 | i | 10% | -4% | 9% | 0.1% | -3% | -1% | -3.3% | 19%
O=C(NC(=S)N1CCN(c2ccc(F)cc2)CC1)C12CC3CC(CC(C3)C1)C2 | i | 1.0% | -6% | -6% | -1.2% | 0% | -4% | 14% | 13%
CC(C)(C)OC(=O)NNc1c2ccccc2nc2ccccc12 | x | -1.6% | -55%[20 µM] | -16% | u | 28% | -3% | 3.0% | 3% | NS5 inhibitors pilot replicate=-1.2
Brc1ccc2c(c1)OCCOCCOc1cc(Br)ccc1OCCOCCOCCO2 | i | -2.4% | -22% | -1% | 0.4% | 2% | -2% | 0.7% | -22%
CCCc1cc(=O)[nH]c(SCC(=O)N(Cc2ccccc2)C(C)C)n1 | i | 3.1% | -17% | 2% | -0.8% | 12% | -2% | -3.4% | -4%
CCn1c(CNC(=O)c2ccco2)nnc1SCC(=O)Nc1ccc(Br)cc1F | i | 2.1% | -5% | -2% | -0.3% | 12% | 8% | 1.4% | -35% | NS5 inhibitors pilot replicate=0.9
CCN1C(=O)CC(N2CCC(C(=O)N3CCCCCC3)CC2)C1=O (configuration not stated) | i | -1.4% | -6% | -2% | 0.9% | -8% | -6% | -0.2% | -23%
O=C(NC(=S)Nc1ccc(CN2CCOCC2)cc1)c1ccccc1[N+](=O)[O-] | i | -1.4% | 11% | -14% | 0.2% | 6% | -3% | 0.4% | -22%
COC(=O)c1cc(CNC(=O)C(C)NS(=O)(=O)c2ccc(C)c(C)c2)ccc1OC (configuration not stated) | x | 1.5% | -26% | -1% | -0.6% | 9% | 1% | -0.5% | -8%
CCC1CCCCN1C(=S)Nc1ccc(S(=O)(=O)Nc2ncccn2)cc1 (configuration not stated) | x | -0.6% | -12% | -16% | 0.3% | -6% | 14% | 6.4% | -34%
CC(=O)C1=C(C)OC(N)=C(C#N)C1c1ccco1 (configuration not stated) | i | 16% | 24% | 4% | 0.4% | 4% | 13% | -2.5% | -14%
COc1ccc(/C=C/C(=O)Nc2cc(C(F)(F)F)ccc2Cl)cc1OC | i | -1.1% | 13% | 1% | -0.5% | 19% | 1% | -1.5% | -10%
COc1ccc(-n2ccn(CC(=O)Nc3ccccc3OC)c(=O)c2=O)cc1 | x | -1.0% | -22% | -8% | -0.1% | -10% | 24% | 1.9% | -20%
CCOC(=O)C1CCN(CC(=O)c2ccc(O)c(C)c2O)CC1 | x | 2.4% | -45% | 6% | 0.3% | -4% | -8% | -3.2% | -21%
Cc1[nH]n(S(=O)(=O)c2ccccc2)c(=O)c1N=Nc1cccc(Cl)c1 | x | 0.9% | -10%[20 µM] | 9% | 0.9% | 14% | -6% | 4.2% | 61%
Cc1ccc2[nH]c(=O)cc(C(=O)OC(C)C)c2c1 | i | -0.2% | -52%[20 µM] | 13% | 0.0% | 15% | -3% | -2.1% | -11%
O=C(c1cc(COc2c(F)cccc2F)on1)N1CCSCC1 | i | 1.9% | -12% | 1% | -0.5% | -26% | 3% | 0.6% | -14%
NC(=O)C1CCN(C(=O)OCc2ccccc2)CC1 | i | -2.5% | -7% | 20% | 0.1% | 12% | -1% | -1.0% | 2%
O=C1N=C(N2CCN(c3ccccc3)CC2)S/C1=C\c1ccco1 | i | 0.9% | -13% | 38% | -0.5% | -11% | -54% | 1.0% | 4%
CCOc1ccccc1N1CCN(C(=O)Nc2ccc(Cl)c(Cl)c2)CC1 | x | 1.5% | -39% | 13% | x | -5% | x | 0.2% | -13%
COC(=O)CCC(=O)N1CCCC(C(=O)c2ccc(Cl)cc2C)C1 (configuration not stated) | x | -2.3% | 3%[20 µM] | 11% | 0.0% | -11% | x | -4.8% | 46%
Cc1cccc(NC(=O)CSc2ccc(-c3ccc4c(c3)OCO4)nn2)c1C | i | -3.2% | 14% | -2% | -0.4% | -13% | -3% | -6.7% | -24%
Later entries:
SMILES | Yfh1-off respiration | HIV peptide binding | KOR beta-arrestin-1 | AID2073 | West Nile virus CPE | HEK293 NOD2/NF-kB | NS5 inhibitors | KOR beta-arrestin-2 | NOD1 NF-kB reporter | others
O=C(Cn1c(=O)oc2ccccc21)Nc1cccc(Cl)c1 | x | 1.7% | 7%[20 µM] | -5% | -1.3% | 13% | -10% | -3.2% | -8%
COc1ccc(-c2cc(C(F)F)n3ncc(C(=O)N4CCN5CCCC5C4)c3n2)cc1 (configuration not stated) | i | 1.7% | 2% | 36% | 0.4% | 3% | -3% | 1.1% | -16% | NS5 inhibitors pilot replicate=-1.2
Cn1cc([N+](=O)[O-])c(C(=O)n2cccn2)n1 | i | -0.9% | x | 8% | 0.6% | 3% | -7% | 0.9% | -3%
Cc1nn(Cc2cccc(C(=O)O)c2)c(C)c1[N+](=O)[O-] | i | -1.0% | 17% | 8% | 0.0% | 11% | -2% | 1.6% | -9%
COc1cccc(OC)c1C(=O)N=c1sc2cc(S(C)(=O)=O)ccc2n1C | i | -0.7% | -14% | 6% | 0.0% | 15% | x | -1.1% | -35%
O=C(Nc1ccsn1)c1ccc(Cl)cc1Cl | i | -0.1% | 9% | 8% | 0.0% | -98% | 6% | -1.5% | -3%
COc1ccc(C(CC(=O)NC(C)c2ccc(-c3ccccc3)cc2)NC(C)=O)cc1 (configuration not stated) | x | 1.4% | -41% | 16% | 0.9% | 2% | -1% | 8.0% | -23%
CCOC(=O)N=S(N)(=O)c1ccc(Cl)cc1 (configuration not stated) | i | -0.4% | -14% | -6% | -0.1% | 15% | -6% | 0.8% | 1%
